MOR-DOR ag: agonists of OPRM1-OPRD1 heterodimerization, primary screen, cell-based, luminescence | AID 504326, 2011 | cells | activation, % at 9.3 µM | actives 0.3% (n = 340,000) | Mu-type opioid receptor (Homo sapiens) + Delta-type opioid receptor (Homo sapiens), …; in the data active means activation above about 18%;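 further: 0% = vehicle-treated cells and 100% = reference agonist; values of inactives mirror those of a sister screen read the other way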
Target sequence (P35372 whole entry, looked up): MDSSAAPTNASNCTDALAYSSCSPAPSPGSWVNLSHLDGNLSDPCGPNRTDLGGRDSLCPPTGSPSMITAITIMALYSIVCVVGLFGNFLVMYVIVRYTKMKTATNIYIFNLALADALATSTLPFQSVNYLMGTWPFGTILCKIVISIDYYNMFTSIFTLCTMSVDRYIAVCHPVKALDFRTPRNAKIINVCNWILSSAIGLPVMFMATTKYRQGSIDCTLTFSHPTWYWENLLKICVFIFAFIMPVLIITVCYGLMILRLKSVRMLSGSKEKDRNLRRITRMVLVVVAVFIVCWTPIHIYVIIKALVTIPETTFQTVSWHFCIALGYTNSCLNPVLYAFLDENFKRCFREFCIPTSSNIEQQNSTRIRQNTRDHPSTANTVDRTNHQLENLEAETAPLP
Target sequence (P41143 whole entry, looked up): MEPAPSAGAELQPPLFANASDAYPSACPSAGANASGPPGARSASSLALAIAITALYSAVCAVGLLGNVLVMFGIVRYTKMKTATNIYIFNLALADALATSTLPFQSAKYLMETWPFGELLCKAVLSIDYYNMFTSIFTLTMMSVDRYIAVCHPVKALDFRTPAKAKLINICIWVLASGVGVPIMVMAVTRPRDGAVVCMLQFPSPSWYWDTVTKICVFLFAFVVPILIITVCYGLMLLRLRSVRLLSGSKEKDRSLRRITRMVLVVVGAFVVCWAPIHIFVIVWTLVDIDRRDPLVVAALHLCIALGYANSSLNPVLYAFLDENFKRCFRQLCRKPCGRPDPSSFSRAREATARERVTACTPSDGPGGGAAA
AddAB inh: growth inhibition of E. coli expressing H. pylori AddAB, primary screen, AddAB inhibitor project, absorbance | inhibition, % at 11.9 µM | actives 0.29% (n = 330,000); in the data active means inhibition above about 12%;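 further: 0% = vehicle wells of infected cells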
Ecoli viability: E. coli V3065 growth inhibition, primary screen, counter-screen for AddAB inhibitor project, absorbance, OD600. 18 h. inhibition, % at 11.9 µM. AID 449728, 2010. actives 0.27% (n = 330,000);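 active means inhibition above the campaign's mean inhibition across all tested compounds plus 3 SD, cut at about 9.9% in these data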;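 further: uninfected addAB+ strain grown without phage in ampicillin broth; 0% = DMSO wells and 100% = ciprofloxacin 0.95 µg/ml wells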
Tat transport: E. coli Tat export inhibitors, primary screen, MC4100, TorA-mCherry reporter, fluorescence, single point; inhibition, % at 10 µM; actives 0.036% (n = 340,000); AID 488895, 2010;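 active means mean replicate inhibition at least 50% and at least half of replicates individually reaching 50%; inconclusive means only one of the two criteria met; inactive means neither criterion met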;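 further: exported cargo escapes ClpAP degradation while cytoplasmic cargo is degraded and loses fluorescence; 0% = median of neutral control wells and 100% = median of NaSCN control wells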
Arrestin-AP2 inh: inhibitors of beta-arrestin/AP2 binding, primary screen, biochemical, GPCR trafficking, flow cytometry; beta-arrestin 1 C-terminal peptide binding to AP2 beta2-adaptin appendage (human); inhibition, % at 10 µM; actives 0.31% (n = 340,000); FITC-arrestin peptide / GST-AP2 beads; AP2 beta2 appendage carries R879A mutation;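 active means inhibition above a set limit, near 3 SD of compounds lacking own fluorescence, cut at about 54% in these data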;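 further: plate controls were DMSO wells for no effect and 5 µM unlabelled arrestin peptide for full effect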
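test system = AP2 appendage R879A on GSH beads | buffer or medium = PBS plus Tween 20 (0.05%) and BSA (0.1%) | incubation = 12 min plus 1 h, RT | detection = bead flow cytometry, FITC channel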
phage Ecoli inh: growth loss of phage-infected E. coli, primary screen, RecBCD inhibitor project, absorbance, with phage, HTS; inhibition, % at 11.9 µM; actives 0.26% (n = 360,000); AID 651602, 2012; in the data active means inhibition above about 11%
PfHsp90 set2: growth inhibition of PfHsp90-expressing yeast, primary screen, antimalarial PfHsp90 inhibitor project, S. cerevisiae, BacTiter-Glo luminescence, single point, set 2; BacTiter-Glo ATP, 48 h; yeast lacking PDR1 and PDR3 efflux regulators; actives 0.32% (n = 310,000); inhibition, % at 9.4 µM;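 active means every replicate shows inhibition above about 80%, whatever the replicate mean, limit read from the data; inconclusive means mean inhibition reaches the set limit but some replicate falls short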;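 further: 0% = DMSO neutral controls and 100% = 20 µM radicicol positive controls; yeast relying on Plasmodium falciparum Hsp90 in place of its own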
OPRM1-OPRD1 inv: inverse agonists of MOR-DOR heterodimerization, primary screen, cell-based, luminescence; Mu-type opioid receptor (Homo sapiens) + Delta-type opioid receptor (Homo sapiens), …; cell-based MOR-DOR heterodimer luminescence, inverse agonism; inhibition, % at 9.3 µM; actives 0.21% (n = 340,000); AID 504357, 2011; in the data active means inhibition above about 22%, passing the limit was not always enough;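 further: 0% = cells with DMSO and 100% = wells without cells with DMSO; values of inactives mirror those of a sister screen read the other way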
PKA-R1A act: activators of PKA-R1A holoenzyme, primary screen, biochemical, fluorescence polarization, Cy5-IP20, bovine R1A, mouse PKAc. cAMP-dependent protein kinase type I-alpha regulatory subunit (Bos taurus) + …. PKA-R1A dissociation; scaled: DMSO 0%, 113 µM cGMP 100%. activation, % at 11.4 µM. actives 0.083% (n = 340,000);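 active means percent activation above the mean of all tested compounds plus 3 SD, cut at about 19% in these data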;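 further: higher means more PKAc released from R1A so a rise in polarization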
SUMO Mot1 rescue: yeast Mot1-301 growth rescue at high temperature, primary screen, SUMOylation pathway inhibitor project, S. cerevisiae, ATP luminescence, 38.5C | S. cerevisiae Mot1-301 growth rescue; percent above DMSO median, 100 means doubled | growth rescue, % at 18.8 µM | actives 1% (n = 320,000) | AID 2716, 2010;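 active means every valid replicate shows activation above 250% relative to neutral control wells; inactive means the rest, any valid replicate at or below 250%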;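 further: OY570 slx delta 5 strain wells were the positive control but not used for scaling; some compounds called inactive have numbers as strong as hits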
Pemphigus Ab inh: inhibitors of pemphigus antibody binding to DSG3, primary screen, biochemical, bead-based, flow cytometry, scFv-GFP. Desmoglein-3 (Homo sapiens), P32926. DSG3-coupled beads, scFv-anti-DSG3-GFP binding; stronger effect = lower value. binding (percent of control), % at 10 µM. actives 0.48% (n = 310,000). AID 588358, 2011;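 active means binding more than 3 SD below its plate's average and above zero; inconclusive means below that plate limit but binding exactly zero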;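 further: hits lower antibody fragment binding to DSG3; some compounds called inactive have numbers as strong as hits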
Numbers without * were called inactive; ? = inconclusive; . = no result given.

Fields – MOR-DOR ag, AddAB inh, Ecoli viability, Tat transport, Arrestin-AP2 inh, phage Ecoli inh, PfHsp90 set2, OPRM1-OPRD1 inv, PKA-R1A act, SUMO Mot1 rescue, Pemphigus Ab inh
- CCC(C)(C)NC(=O)C(Sc1ccccc1)c1ccccc1 (stereo unspecified)
→ 0.8, 3.4, -0.5, 8.4, 5.4, 2.5, 1.4, -4.0, -1.0, -15.3, 100.0
- C#CCOCCOCCOCCNc1nc(N2CCN(C(=O)Cn3cc(CCO)nn3)CC2)nc(N2CCN(C(=O)Cn3cc(CCCCN)nn3)CC2)n1
→ -2.1, ., ., -1.8, -1.1, 3.4, -6.7, 11.6, -2.2, ., 102.1
- COc1cc2c(=O)c(-c3ccc(O)cc3)coc2cc1OC1OC(CO)C(O)C(O)C1O (stereo unspecified)
→ -1.6, 3.7, -0.7, -3.9, 31.8, -1.8, -4.7, 9.1, 18.2, -11.6, 100.5
- Nc1ccc(Cc2nc3c(ccc4ccccc43)[nH]2)cc1
→ -0.4, 2.3, -1.4, -2.4, -0.1, 2.8, -6.5, 2.3, -6.4, -11.0, 95.0
- O=C(O)c1nn(Cc2csc(-c3ccccc3)n2)c(=O)c2ccccc12
→ 1.9, 1.6, 0.8, -10.4, 4.2, 2.0, -12.0, -15.2, -2.6, 6.2, 109.7
- CCOc1cc(-c2noc(CCC(=O)NCC3CCCO3)n2)ccc1OC (stereo unspecified)
→ 1.3, 1.9, 0.4, 3.7, -9.2, -1.3, -27.9, -10.8, -5.7, -8.9, 113.6
- O=C1CSC(=S)N1N=Cc1ccc2c(c1)OCO2
→ -1.7, ., ., -1.1, -2.1, 1.1, -13.3, 7.4, 1.1, ., 102.1
- CCOC(=O)c1c(NC(=O)COC(=O)C2CCC2)sc(C(=O)N(C)C)c1C
→ -0.8, ., ., 4.6, 5.8, -0.4, -35.6, 5.0, 5.4, ., 104.3
- CCN1C(=O)C(O)(CC(=O)/C=C/C=C/c2ccccc2)c2ccccc21 (stereo unspecified)
→ -1.2, -1.3, -2.6, 3.6, 0.9, 1.6, ., 6.0, 11.0, 15.3, 112.6
- CN1C(=O)C(C)(C)c2cc(S(=O)(=O)N3CCCC(C(=O)Nc4ccc(Cl)cc4)C3)ccc21 (stereo unspecified)
→ 1.9, 2.6, -0.2, 4.3, 4.5, 1.2, 28.7, -9.9, -18.0, 5.5, 105.5
- CCc1ccc(C(C)NC(=O)COC(=O)c2ccc(-n3cnnn3)cc2)cc1 (stereo unspecified)
→ -2.3, 0.7, 0.4, -1.7, -8.4, 2.1, ., 9.8, 3.6, -10.8, 95.7
- CCOc1ccc(CN(C)C(=O)CNC(=O)c2sc3ccccc3c2Cl)cc1
→ -0.2, -2.1, -2.8, -4.1, -1.8, -0.5, -4.1, 1.0, -12.8, 37.8, 109.9
- COc1ccc(/C=C/C(=O)NCCc2nc3ccccc3[nH]2)cc1
→ ., 3.3, 1.7, -10.4, -5.7, 5.2, -12.4, ., ., -10.9, 92.5
- CCOCC(=O)Nc1cccc(NC(C)=O)c1
→ -2.7, 3.0, 0.3, -5.0, 7.8, 1.0, -32.5, 11.3, -6.1, -0.3, 97.7
- Cc1ccc(CC2CC(=O)N(c3ccncc3)C2=O)cc1 (stereo unspecified)
→ -1.3, 4.2, 0.3, -3.1, 12.5, 2.5, -0.4, 7.1, 1.0, 10.2, 99.9
- COc1ccccc1S(=O)(=O)Nc1cccc(-c2nnc3n2CCCCC3)c1
→ -2.8, -0.9, 1.1, -6.9, 9.1, 3.0, 3.5, 16.3, -6.5, -9.8, 107.0
- COc1ccc(CSC2=NCCN2)cc1Br
→ -3.0, 0.3, 1.4, 3.5, -0.7, 2.2, -5.5, 14.0, 4.5, 3.2, 94.7
- Cc1cnc(C(=O)OCC(=O)c2ccc(Br)s2)cn1
→ -2.4, 0.7, -1.6, 0.5, -4.5, 5.1, ., 15.3, -13.1, -1.9, 104.6
- CN1CCN(S(=O)(=O)c2cccc(C(=O)O)c2)CC1
→ -3.9, 1.6, 3.4, -5.3, -6.8, 2.1, -1.2, 20.1, -6.9, -4.0, 90.2
- COCc1[nH]nc2c1C1(CCSCC1)C(C#N)=C(N)O2
→ 2.8, 0.0, -1.5, -0.3, 12.6, -1.6, 33.3, -17.3, 10.8, -11.7, 89.5
- Cc1ccccc1OCC(=O)NCCN(C)C
→ -2.6, 2.6, -1.4, -6.9, 2.0, -0.8, 17.5, 11.7, 11.1, 4.2, 96.7
- O=C1C=C(c2ccc(C(=O)O)cc2)C[C@@H](c2ccc3c(c2)OCO3)C1
→ -0.5, 2.2, 1.1, -4.4, 3.2, 0.3, 7.7, 2.7, -0.8, -12.8, 96.8
- CCN(CC)S(=O)(=O)c1ccc(-c2nnc(SCC(=O)c3ccc(OC)cc3)o2)cc1
→ -0.8, 0.8, -2.1, -8.9, 15.8, 0.6, -72.0, 4.5, -4.6, 4.7, 90.0
- Cc1cc(-c2nnc(SCC(=O)Nc3ccc(F)cc3)n2N)n[nH]1
→ -2.0, 1.4, 1.4, 5.1, 3.1, 1.8, -34.4, 10.4, -1.7, 27.2, 90.0
- Cc1cccc(-n2ncc3c(NCc4ccc5c(c4)OCO5)ncnc32)c1
→ 5.0, 2.9, 0.4, 6.0, 7.8, 2.0, -19.1, -24.8, -5.6, 16.2, 101.2
- Clc1ccc(N2CCN(Cc3ccco3)CC2)cc1
→ 1.8, 3.7, -0.3, 0.7, 9.0, 1.1, 3.4, -8.4, 7.7, 0.8, 99.1
- CCN(C1CCS(=O)(=O)C1)S(=O)(=O)c1cccc([N+](=O)[O-])c1 (stereo unspecified)
→ -0.2, -0.3, 0.1, -5.4, 48.1, 4.1, 8.2, 1.0, 2.5, 303.9, 102.1
- O=C(NCCCCO)C(F)(F)C(F)(F)C(F)(F)C(=O)NCCCCO
→ -0.7, 1.4, -1.2, 0.9, 33.1, 1.7, 0.5, 3.9, 8.3, 51.8, 108.3
- Cc1ccc([N+](=O)[O-])c(OCCN2CCC(Cc3ccccc3)CC2)c1
→ 5.5, -1.1, 1.6, 15.7, 13.1, 3.4, ., -26.9, 3.8, 101.9, 115.5
- COc1ccc(-c2cc(C)no2)cc1S(=O)(=O)Nc1ccc(NC(C)=O)cc1
→ -2.5, 4.9, 0.8, -9.5, 11.6, 0.4, -6.8, 12.9, -17.8, -6.0, 98.8

Some of these compounds in order of their number in PKA-R1A act, highest first:
SMILES,PKA-R1A act
CCN1C(=O)C(O)(CC(=O)/C=C/C=C/c2ccccc2)c2ccccc21 (stereo unspecified),11.0
O=C(O)c1nn(Cc2csc(-c3ccccc3)n2)c(=O)c2ccccc12,-2.6
CCOc1cc(-c2noc(CCC(=O)NCC3CCCO3)n2)ccc1OC (stereo unspecified),-5.7

(further entries)
Fields – MOR-DOR ag, AddAB inh, Ecoli viability, Tat transport, Arrestin-AP2 inh, phage Ecoli inh, PfHsp90 set2, OPRM1-OPRD1 inv, PKA-R1A act, SUMO Mot1 rescue, Pemphigus Ab inh
- COc1ccc(S(=O)(=O)N(CCC(=O)O)Cc2ccccc2)cc1
→ -1.0, 3.5, -1.4, 4.7, 16.1, -1.1, ., 4.7, -1.9, -8.7, 115.9
- COc1ccc(CCN=Cc2ccc(O)cc2)cc1OC
→ -2.7, 1.8, 0.1, -5.0, 2.3, -0.9, 6.4, 12.5, -6.7, 73.5, 86.2
- O=C(Cn1nc(C(=O)O)c2ccccc2c1=O)c1c[nH]c2ccccc12
→ 2.2, 2.6, 2.0, 15.1, -3.4, 2.4, 5.6, -11.6, -11.9, 3.3, 88.6
- Cc1nnc(N2CCCC(C(=O)NCc3ccccc3F)C2)c2nn(-c3ccccc3)c(C)c12 (stereo unspecified)
→ -1.4, -0.6, -1.1, -10.4, 3.1, 1.7, 8.1, 7.1, -3.3, 2.0, 113.5
- CC(NC(=O)c1ccco1)C(=O)N1CCN(C(c2ccccc2)c2ccccc2)CC1 (stereo unspecified)
→ -2.6, 1.5, -0.8, 6.8, -23.0, 1.1, -10.1, 13.8, -10.5, 4.1, 109.1
- Cc1ccc(OC(=O)Nc2ccccc2)cc1
→ 3.5, -1.7, 0.1, 1.6, -3.5, 1.9, 22.8, -17.9, -4.3, -8.8, 102.2
- CC1(C)C(CC(=O)O)CC1C(=O)O (stereo unspecified)
→ -3.2, ., ., 0.2, -14.8, 3.2, ., 17.0, 5.5, ., 92.4
- COc1ccc(CNS(=O)(=O)c2ccc(F)cc2Br)cc1
→ -4.7, ., ., -1.5, 9.1, 0.7, 0.0, 21.9, -6.7, ., 98.0
- Cc1c(N=Cc2ccncc2)c(=O)n(-c2ccccc2)n1C
→ -3.4, 3.0, 0.2, -0.3, -14.6, 2.9, 1.1, 14.1, -11.2, -8.7, 107.3
- N/C(=N\OC(=O)c1cc(Br)ccc1Cl)c1cccnc1
→ 3.6, -0.5, -0.7, 0.6, 0.8, 5.4, -15.6, -18.4, 10.6, -4.8, 95.6
- Cc1nn(Cc2ccccc2)c(Cl)c1/C=N/NC(=O)CNc1cccc(C(F)(F)F)c1
→ 5.0, 1.1, -1.8, -11.0, 11.0, 0.8, -4.8, -26.3, 12.2, 17.8, 102.8
- CCCC(=O)NC(c1ccc(OCC)cc1)c1ccc(OC)c(OC)c1 (stereo unspecified)
→ ., 1.1, -0.8, ., 9.4, 3.0, ., ., ., 26.4, 114.1
- CCN(CC)S(=O)(=O)c1cccc(C(=O)N2CCCc3ccccc32)c1
→ -0.8, ., ., -1.4, 10.4, -1.2, 18.9, 3.9, 11.2, -5.2, 100.0
- COCCN(C(=O)CCC(=O)Nc1ccccn1)C(C(=O)NC1CCCC1)c1ccc(OC)cc1 (stereo unspecified)
→ -3.8, 6.2, 0.3, -7.8, -2.9, 1.8, 14.3, 16.7, -13.3, -9.4, 118.8
- C=CCN1C(=O)/C(=C\c2ccc(Cl)cc2)N=C1SCC(=O)NCCC
→ -2.7, 0.6, -0.4, 5.0, 17.2, 0.6, 16.1, 14.6, 9.1, 9.1, 105.5
- COc1ccccc1-c1cn[nH]c1-c1ccc(OCc2ccccc2F)cc1O
→ 17.3, 5.6, 6.5, 5.7, -7.2, 1.8, ?, -92.1, -3.9, 9.2, 112.4

From PubChem BioAssay
